Assay outcomes as filed in PubChem BioAssay.
hcGAS lum – human cGAS inhibition; AID 1259398; 290,000 compounds, 0.081% hits; recombinant h-cGAS, ATP depletion, Kinase-Glo luminescence; Q8N884; inhibition, % at 12.5 µM;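 also: 0% = vehicle reaction and 100% = reaction without DNA for no activity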
Target sequence (Q8N884 whole entry, looked up): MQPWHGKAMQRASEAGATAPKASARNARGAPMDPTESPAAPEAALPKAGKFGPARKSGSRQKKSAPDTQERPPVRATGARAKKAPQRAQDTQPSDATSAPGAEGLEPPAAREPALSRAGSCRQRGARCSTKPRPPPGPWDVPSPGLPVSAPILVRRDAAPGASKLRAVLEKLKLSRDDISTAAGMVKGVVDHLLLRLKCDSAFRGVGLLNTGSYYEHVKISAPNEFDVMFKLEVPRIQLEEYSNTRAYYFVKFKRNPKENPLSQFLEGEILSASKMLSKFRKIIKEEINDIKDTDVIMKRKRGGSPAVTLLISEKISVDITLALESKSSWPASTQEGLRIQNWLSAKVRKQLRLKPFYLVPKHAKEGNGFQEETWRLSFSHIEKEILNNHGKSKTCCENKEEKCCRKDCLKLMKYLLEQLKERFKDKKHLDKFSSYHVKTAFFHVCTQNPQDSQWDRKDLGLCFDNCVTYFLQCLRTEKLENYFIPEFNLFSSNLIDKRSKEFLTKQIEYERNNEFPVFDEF
mcGAS inh – mouse cGAS inhibition by luminescence; Q8C6L5; recombinant cGAS, Kinase-Glo ATP depletion luminescence; inhibition, % at 12.5 µM; 160,000 compounds, 0.15% hits; AID 1259399;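 also: 0% = negative control wells and 100% = reference inhibitor with no enzyme activity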
NPYLR7 agonist – mosquito NPYLR7 agonism; AID 1259423; activation, % at 10 µM; HEK293T NPYLR7/Galpha15, GCaMP6s calcium fluorescence; 270,000 compounds, 0.15% hits; in the data active = activation above about 40%;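 also: 0% = vehicle and 100% = reference agonist at the receptor; some compounds past the cut are filed as inactive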
Active calls of the source: *; . = not tested or not shown; & = joins results of further samples. Rule as the data show it, unless noted: active = inhibition above about 40%; inactive = the rest.

The opening four records, to show the layout:
Every second line gives: hcGAS lum	mcGAS inh	NPYLR7 agonist
CCCNC(=O)c1cc(-c2ccccc2F)nc2cc(C(C)(C)C)nn12
  -9	-9	-2
CC(C)N=C1NN=C(c2c(F)cccc2F)CS1
  -13	.	-14
O=C(c1cccnc1Sc1ccc(Cl)cc1)N1CCN(Cc2cc(=O)c(OCc3ccc(C(F)(F)F)cc3)co2)CC1
  -8	-6	19
C=CCc1c(C)c(C#N)c2nc3ccccc3n2c1NCCN1CCOCC1
  -6	.	8

This part in full, repeating the preview:
Every second line gives: hcGAS lum	mcGAS inh	NPYLR7 agonist
CCCNC(=O)c1cc(-c2ccccc2F)nc2cc(C(C)(C)C)nn12
  -9	-9	-2
CC(C)N=C1NN=C(c2c(F)cccc2F)CS1
  -13	.	-14
O=C(c1cccnc1Sc1ccc(Cl)cc1)N1CCN(Cc2cc(=O)c(OCc3ccc(C(F)(F)F)cc3)co2)CC1
  -8	-6	19
C=CCc1c(C)c(C#N)c2nc3ccccc3n2c1NCCN1CCOCC1
  -6	.	8
CC(=O)Nc1ccc(CC2CCN(C(=O)C(Cl)(Cl)Cl)CC2)cc1
  -4	-6	13
CC(=O)c1c(C)[nH]c(C(=O)N2CCCC(O)C2)c1C (centres undefined)
  -2	.	-3
Cc1cc(-n2cccn2)ccc1CN1CCOCC(CN(C)C)C1 (centres undefined)
  -3	.	-2
O=C(CCCCC1CCSS1)NCCNc1ccc([N+](=O)[O-])cn1 (centres undefined)
  -8	-2	-8
O=C(NCCc1ccco1)c1cc(-c2ccccc2)n[nH]1
  -3	-17	-3
O=C(c1ccc(CSc2nc(Cl)cc(N3CCN(C/C=C/c4ccccc4)CC3)n2)cc1)N1CCOCC1
  -14	-5	-6
Cc1ccc(C2=NOC(C(=O)NC(Cc3ccccc3)C(=O)NC3CC3)C2)cc1 (centres undefined)
  -5	-7	25
CCN(C(=O)CCN1CCSC1=O)C12CC3CC(CC(C3)C1)C2
  -5	.	9
Cc1c[nH]c(Cn2cc3ncccc3c2O)c(C)c1=O
  -4	-12	1
COC(=O)N1CCCC(C(=O)NC(C)(C)Cc2ccccc2C)C1 (centres undefined)
  -4	-4	1
Cc1nc2ccccn2c(=O)c1NC(=O)c1ccc(-c2ccccc2)cc1
  -11	.	3
Cc1ccccc1C(=O)N(CC(=O)N(Cc1cccn1Cc1ccccc1)C1CC1)C1CCCCC1
  0	-3	13
CCOC(=O)C1CCN(c2nc3c(S(=O)(=O)c4ccc(C)c(C)c4)nnn3c3ccsc23)CC1
  -9	-8	9
COc1cccc2c1OCC(C(=O)N(Cc1nccn1C)C(C)C)C2 (centres undefined)
  -8	-14	3
O=C(OC1CCCCC1)C1CCCN(C2=NS(=O)(=O)c3ccccc32)C1 (centres undefined)
  -5	-2	5
COc1ccccc1CN1CCn2nc(C(=O)NC3CCCc4ccccc43)cc2C1=O (centres undefined)
  0	-7	22
O=C(NCc1ccncc1)c1ccc(CSc2nc(N3CCN(Cc4ccccc4)CC3)cc(C(F)(F)F)n2)o1
  -14	-4	17
Cc1cccc(COCC2CN(C(=O)c3cccc(C#N)c3)CCO2)c1 (centres undefined)
  -7	.	22
O=C(NC1CCN(c2ccccc2C(=O)NCC2CCCCC2)CC1)c1ccc(Cl)cc1Cl
  -4	-5	-2
C=CCCC(C=C)S(C)(=O)=O (centres undefined)
  -4	.	-1
CCOC(=O)C1CCCN(C(=O)c2ccc(CSc3nc(COC)cc(N4CCN(c5ccccc5Cl)CC4)n3)cc2)C1 (centres undefined)
  -5	-4	7
O=S(=O)(c1ccc(S(=O)(=O)N(Cc2ccccc2F)C2CC2)cc1)N1CCCC1
  -6	.	-1
CC(C)Oc1nc(-c2ccc(C(F)(F)F)cc2)n(-c2ccc(NC(=O)CSc3ccccc3)cc2)n1
  2	1	-8
O=c1oc2ccccc2cc1C1=NN(c2ccccc2)C(c2ccccc2)C1 (centres undefined)
  3	-1	-23
C#CCn1c(=NC(=O)c2ccnn2CC)sc2cccc(F)c21
  -5	-10	6
CC(C)C(=O)Nc1ccc(SCC(=O)N(C(C)C)C(C)C)nn1
  0	.	3
Cc1cc2oc(=O)cc(COC(=O)C3CSC4(C)CCC(=O)N34)c2cc1C(C)C (centres undefined)
  -8	.	1
CC(C)=NN=C(NN=C(C)C)NC(=O)Nc1ccc(C)cc1
  4	.	-2
CCc1cccc2c(C(CC(=O)N3CCC(Cc4ccccc4)CC3)c3cccc(C(F)(F)F)c3)c[nH]c12 (centres undefined)
  -4	-8	4
COc1ccc(C)cc1CNCCc1nnc2ccccn12
  7	-1	0
COCCN(C)CC1(c2ccnc(-c3cccc(N(C)C)c3)c2)CC1
  -7	-6	13
COc1ccc(NC(=O)c2ccc3nc(C(F)F)[nH]c3c2)cc1OC
  -7	.	-1
Nc1nc2[nH]cc(CCc3ccc(C(=O)N[C@H](CCC(=O)O)C(=O)O)cc3)c2c(=O)[nH]1
  -6	.	-7
Cc1cccc(NC(=O)CNC(=O)CNCc2ccc(F)cc2)c1
  0	0	36
CC(CSc1ncccn1)Cn1c(N2CCCCC2)nc2c1c(=O)[nH]c(=O)n2C (centres undefined)
  -2	-7	-1
Cc1ccc(C)c(OC(C)C(=O)Nc2c(C)nc3ccccn3c2=O)c1 (centres undefined)
  1	-3	-3
CN1N=C(C(N)=O)CCC1=O
  -1	.	-20
COc1cccc(CCC(=O)N2CCOC(CCc3ccccc3)C2)c1 (centres undefined)
  -2	.	4
COc1cc(NC(=O)C(C2CCCC2)N2CCN(C(=O)c3ccc(C(F)(F)F)cc3)CC2)cc(OC)c1 (centres undefined)
  -4	-6	11
Cc1cc2nc(-c3ccc(NC(=O)c4cccc(F)c4)cc3)oc2cc1C
  4	-6	-4
CCCCCCc1ccc(C(=O)N(Cc2ccc(OS(=O)(=O)CC)cc2)C(C)C)cc1
  0	1	-6
O=C(Nc1nnc(SCCCOc2ccccc2)s1)c1cccc(Cl)c1
  -4	-6	-1
CC(NC(=O)c1cc(NC(=O)Nc2cccc3ccccc23)ccc1N1CCCC1)c1ccccc1 (centres undefined)
  -9	-4	24
COc1ccc(S(=O)(=O)NCC2CCN(Cc3cccs3)CC2)c(C)c1
  3	.	-8
Cc1n[nH]nc1C(=O)N1CCCC(C(C)(C)C)CC1 (centres undefined)
  3	1	.
O=C(CC1C(=O)NCCN1Cc1ccc(F)cc1Cl)NCCc1cccnc1 (centres undefined)
  -7	-12	16
COC1CCN(c2ccc(-c3nc(CCCc4ccccc4)no3)cn2)CC1
  -5	-8	1
O=C(CN1C(=O)CNC1=O)N1CCC2(CC1)C(=O)Nc1ccccc12
  -5	.	6
CN1C(=O)CC(C(=O)Nc2ccc(C(=O)O)cc2)SC1=Nc1cccc(F)c1 (centres undefined)
  -1	-5	2
COC(=O)c1sc(N(C)Cc2cnc(C)s2)nc1Cl
  -2	-9	5
COc1ccccc1CN(CCc1c[nH]c2ccccc12)Cc1nc(C(=O)NCc2ccncc2)co1
  -4	-4	.
COc1cccc(CCNc2nc(C)nc3c2cnn3C)c1OC
  -6	-16	2
O=C(Nc1ccc(F)cc1)c1ccc(CSc2nnc(-c3ccncc3)n2Cc2ccccc2)cc1
  0	-3	16
Clc1ccccc1OC1CCN(Cc2nc(-c3ccccc3)no2)CC1
  -10&0	-13&-4	20&-1
O=C(NCCc1ccccc1)C(C1CCCC1)N1CCN(C(=O)c2ccccc2F)CC1 (centres undefined)
  -2	.	-2
CCCCSc1nc2c(c(=O)n1-c1ccc(C)cc1)SCC2
  -3	.	-2

The results go on:
Every second line gives: hcGAS lum	mcGAS inh	NPYLR7 agonist
CCOc1cccc(C(=O)N2CCC(n3cnc4ccc(C)cc43)CC2)c1
  -5	-7	2
CCC(C)NC(=O)c1cc(-c2ccccc2F)nc2cc(C(C)(C)C)nn12 (centres undefined)
  -11	-8	9
NC(=O)C1(N2CCCCC2)CCN(C(=O)CCN2CCCCO2)CC1
  -9	-11	.
CC(C)C[C@H](NC(=O)N1CCCCCC1)C(=O)N[C@H](Cc1cn(C)c2ccccc12)C(=O)N[C@H](Cc1ccccn1)C(=O)O
  -3	.	-8
CC(=O)c1ccc2c(c1)OCCOCCOCCOCCOCCO2
  -3	-4	-2
COc1ccc(C(=O)OCC(=O)NC(=O)NC2CCCC2)cc1
  -7	.	9
c1cncc(NCCNC2CSCCSC2)c1
  -2	.	1
Cc1ccc(Cc2nsc(N3CCN(C(=O)c4ccc(Cl)cc4Cl)C(C)C3)n2)cc1 (centres undefined)
  -8	-5	-4
Cn1cc(CCNC(=O)CC(c2ccccc2)c2ccc3c(c2)OCO3)cn1 (centres undefined)
  -7	.	14
CC1CCCN(C(=O)c2csc(-c3cnccn3)n2)C1 (centres undefined)
  -1	.	6
COc1ccccc1OCC1c2ccsc2CCN1C(=O)CN(CC1CCCO1)C(=O)C1CCCC1 (centres undefined)
  -9	-7	-2
C=CCNc1nn(CC(=O)Nc2cc(C)ccc2OC)c(N)c1-c1nc(-c2ccc(Cl)cc2)no1
  -2	0	.
O=C(N/N=C\c1cccc2ccccc12)c1cc(-c2cccs2)[nH]n1
  -2	-2	2
CC(c1ccccc1)N(Cc1nc(C(=O)NCc2ccco2)co1)Cc1ccccc1C(F)(F)F (centres undefined)
  3	-3	15
Cc1nc(C(C)N(C)Cc2ccnc(C(C)C)n2)c(C)s1 (centres undefined)
  -6	.	5
O=C(CCCc1ccccc1)NCCSc1ncc(-c2ccc(F)cc2)[nH]1
  -4	-6	1
CC(=O)Nc1ccc(Cl)c(C(=O)NCc2cnc(C)cn2)c1
  0	-14	-3
CCN1C(=O)c2cccc3c(NS(=O)(=O)c4ccccc4[N+](=O)[O-])ccc1c23
  -6	-8	-4
COc1ccc(CCNC(=O)Nc2nc(C)n(C)n2)cc1
  -5	.	2
COCc1cc(C)nc(N/N=C\c2c[nH]c3ccccc23)c1C#N
  1	-2	-2
COC(=O)CSc1nnc2n(-c3ccc(OC)cc3)c(=O)c3c4c(sc3n12)CCCC4
  0	.	9
CCOc1ccc(-n2nnc(C(=O)NCc3ccco3)c2N)cc1
  -3	-6	4
Cn1nc([N+](=O)[O-])nc1Sc1nc2c(c(=O)n(C)c(=O)n2C)n1C
  -8	.	-3
CC(C)Cc1nc(C2CN(C(=O)C3CCOCC3)CC23CCCC3)no1 (centres undefined)
  -5	-2	.
Cc1cc(C)cc(N2CCN(C(=O)CCn3nnnc3CN3CCOCC3)CC2=O)c1
  -11&0	-6	9&3
COc1cc(S(=O)(=O)NCC(C)O)ccc1Cl (centres undefined)
  -1	-10	-8
CCc1[nH]nc(S(=O)(=O)NC2CCN(Cc3ccccc3)CC2)c1C(=O)OC
  -7	-5	-4
C=CCn1c(SCC(=O)c2cc(OC)c(OC)c(OC)c2)nc2sc(CC)cc2c1=O
  -5	-7	-4
Cc1cccc(C(c2n[nH]c(C3CC3)n2)N(C)C)c1 (centres undefined)
  5	.	17
CC(C)SCC(=O)N1CCC2(CC1)CN(C)CCN2C
  -3	.	-3
Cc1ccsc1C(=O)N(C)c1ccc(-c2onc3c2CCc2ccccc2-3)cc1
  -9	-7	4
O=C1N=C(N2CCCCC2)SC1=Cc1ccccc1F
  -4	.	12
FC(F)(F)c1ccn(Cc2ccccc2)n1
  -11	.	16
CCOC(=O)c1c(NC(=O)c2ccccc2F)sc2c1CC(C)(C)NC2(C)C
  -2	.	0
COc1cccc(-c2cc(CC(=O)NCCC3=CCCCC3)no2)c1
  2	0	-1
COc1nccnc1N1CCC(N2CCCC(C(=O)N3CCOCC3)C2)CC1 (centres undefined)
  -4	.	-2
Cc1cnn(C(C)C(=O)NC2CCN(C(=O)N3CCCC3)CC2)c1 (centres undefined)
  -8	-6	.
c1ccc(COC2CCCN(Cc3cnc(N4CCCC4)nc3)C2)nc1 (centres undefined)
  -1	.	-2
COc1ccc(CCNc2ncnc3[nH]ncc23)cc1
  0	.	3
Cc1cc(C(=O)N2CCN(c3nccc(-c4cccc(C(F)(F)F)c4)n3)CC2)ccc1F
  -2	-6	5
CCCCCNC(=O)CCCOc1ccc(C)cc1C
  1	.	3
CCOC(=O)c1sc(NC(=O)Cn2nc(C)c([N+](=O)[O-])c2C)c(C(=O)OCC)c1C
  -3	1	-9
CC(NS(=O)(=O)c1ccc(F)cc1Cl)c1cccc(F)c1 (centres undefined)
  -8	.	-1
Cn1c(C(=O)NCc2ccc(Cl)cc2)cc2c(=O)n3ccccc3nc21
  -12	.	-6
N#Cc1ccc(Oc2ccccc2N2C(=O)C3CCCCC3C2=O)cc1 (centres undefined)
  -1	.	3
CCc1nc2ccc(C(=O)NCc3ccc4c(c3)OCO4)cn2c1N(CC)CCOC
  -3	-3	-7
Cc1cc(CN(Cc2sccc2C)C2CCCC2)n[nH]1
  -8	.	3
NC(=O)CN1CCC(Nc2nc(CSc3ccc(Cl)cc3)nc3sc4c(c23)CCC4)CC1
  -5	-8	6

Three of these compounds, set out differently:
Compound: N#Cc1ccc(Oc2ccccc2N2C(=O)C3CCCCC3C2=O)cc1 (centres undefined)
  hcGAS lum: -1
  mcGAS inh: .
  NPYLR7 agonist: 3

Compound: Cc1cc(CN(Cc2sccc2C)C2CCCC2)n[nH]1
  hcGAS lum: -8
  mcGAS inh: .
  NPYLR7 agonist: 3

Compound: NC(=O)CN1CCC(Nc2nc(CSc3ccc(Cl)cc3)nc3sc4c(c23)CCC4)CC1
  hcGAS lum: -5
  mcGAS inh: -8
  NPYLR7 agonist: 6
